Screening data (PubChem)
Mtb UGM inh: inhibitors of M. tuberculosis UDP-galactopyranose mutase; purified UGM, fluorescence polarization probe displacement; inhibition, % at 10 µM; actives 0.06% (n = 320,000); AID 504406; in the data active means inhibition above about 10%, passing the limit was not always enough; inconclusive means no clear call, values can overlap the other calls
Target sequence (P9WIQ1 whole entry, looked up): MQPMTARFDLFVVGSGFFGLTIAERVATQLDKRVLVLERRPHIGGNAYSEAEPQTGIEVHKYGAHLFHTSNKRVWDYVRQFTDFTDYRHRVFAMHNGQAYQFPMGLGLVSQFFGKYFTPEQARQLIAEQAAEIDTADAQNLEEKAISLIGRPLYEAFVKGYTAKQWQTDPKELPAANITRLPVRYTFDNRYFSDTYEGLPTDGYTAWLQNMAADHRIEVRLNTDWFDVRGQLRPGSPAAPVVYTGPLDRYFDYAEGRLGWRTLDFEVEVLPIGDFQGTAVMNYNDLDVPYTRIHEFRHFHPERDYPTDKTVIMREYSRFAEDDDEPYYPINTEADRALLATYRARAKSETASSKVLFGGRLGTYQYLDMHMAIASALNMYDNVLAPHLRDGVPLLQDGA
BoNT A protease: blocks Botulinum neurotoxin A light chain protease; actives 0.17% (n = 360,000); inhibition, % at 10 µM; AID 588499; multiplex microsphere protease substrate cleavage, flow cytometry; in the data active means inhibition above about 30%; inconclusive means no clear call, values can overlap the other calls; further: plate controls were buffer without enzyme for full effect and enzyme alone for no effect
Mtb FBA inh: inhibitors of M. tuberculosis fructose-bisphosphate aldolase; P9WQA3; purified M. tuberculosis FBA, fluorescence read-out; inhibition, % at 1 µM; actives 2.3% (n = 360,000); AID 588726; in the data active means inhibition above about 27%;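 further: 0% = vehicle and 100% = reference inhibitor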
Target sequence (P9WQA3 whole entry, looked up): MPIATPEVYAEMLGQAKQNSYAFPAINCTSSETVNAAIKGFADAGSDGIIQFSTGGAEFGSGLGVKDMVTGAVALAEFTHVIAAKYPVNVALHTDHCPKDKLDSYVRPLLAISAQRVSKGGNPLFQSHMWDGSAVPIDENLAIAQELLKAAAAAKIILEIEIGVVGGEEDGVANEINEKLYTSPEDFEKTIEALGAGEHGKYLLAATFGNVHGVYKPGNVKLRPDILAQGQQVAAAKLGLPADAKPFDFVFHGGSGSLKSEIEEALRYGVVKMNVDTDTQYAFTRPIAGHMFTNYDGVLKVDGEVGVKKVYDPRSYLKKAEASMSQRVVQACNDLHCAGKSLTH
BoNT F protease: BoNT F light chain protease inhibition; Multiplex microsphere protease cleavage assay, flow cytometry; inhibition, % at 10 µM; actives 0.22% (n = 360,000); in the data active means inhibition above about 35%, passing the limit was not always enough; inconclusive means no clear call, values can overlap the other calls; further: plate controls were buffer without enzyme for full effect and enzyme alone for no effect
GDH-TPI inh: inhibits GDH-TPI coupling enzymes, artifact for Mtb FBA screen | GDH-TPI coupled enzyme counterscreen, NADH absorbance | actives 1.2% (n = 360,000) | inhibition, % at 4.8 µM;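 further: 0% = DMSO wells and 100% = wells lacking the enzyme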
PrPC surface inh: inhibitors of human cell surface prion protein PrPC; actives 0.43% (n = 370,000); inhibition, % at 13.8 µM; TR-FRET read-out; AID 720596; in the data active means inhibition above about 24%; further: 0% = median of the test wells and 100% = reference compound wells
Mtb BioA inh: BioA (M. tuberculosis) enzyme inhibition; purified M. tuberculosis BioA enzyme, plate reader; actives 0.096% (n = 360,000); inhibition, % at 9.99 µM; AID 602481; in the data active means inhibition above about 40%; inconclusive means no clear call, values can overlap the other calls
FadD28 binding: M. tuberculosis FadD28 bisubstrate binding inhibition. FadD28 bisubstrate probe binding, fluorescence polarization. inhibition, % at 12.5 µM. actives 0.22% (n = 360,000). AID 588549; in the data active means inhibition above about 8.5%, passing the limit was not always enough; inconclusive means no clear call, values can overlap the other calls
CCHF vOTU inh: CCHFV vOTU protease inhibition | actives 0.55% (n = 370,000) | inhibition, % at 11.5 µM | Pep-AMC fluorescence; further: 0% = vehicle wells with enzyme and 100% = no enzyme wells
Starred values were filed as active, the others as inactive; ? = inconclusive; · = no result given; & = joins results of further samples. Unless noted, no stated cut-off is given here; in the data, active means inhibition above about 30%; inactive means the rest. Rows are unselected; any-hit rate near 4.8%.

SMILES	Mtb UGM inh	BoNT A protease	Mtb FBA inh	BoNT F protease	GDH-TPI inh	PrPC surface inh	Mtb BioA inh	FadD28 binding	CCHF vOTU inh
CC1CCN(S(=O)(=O)c2cn(CC(=O)N3CC(C)CC(C)C3)c(=O)c3ccccc23)CC1 (configuration not stated)	2.4	0.9	1	8	4	-5	0.9	-0.2	-19
Cn1cc(S(=O)(=O)Nc2cccc3ccccc23)c(=O)n(C)c1=O	-1.8	3.0	2	0	-5	2	-1.8	0.0	2
Cc1cc(/C=C2/C(=O)N(C)C(=S)N2C)ccc1N1CCCC1	-1.3	36*	-2	30	-1	7	·	-3.0	4
CCOC(=O)c1ccccc1NC(=O)Cc1ccc(S(=O)(=O)N2CCCC2)s1	1.1	0.7	10	-2	11	3	0.2	2.6	14
O=c1c2ccccc2c(C=NCc2ccccn2)c(O)n1-c1ccccc1Cl	-1.6	-0.7	3	-6	12	-7	·	-1.4	10
Cc1ccsc1C(=O)N(c1nc2ccccc2s1)c1c(C)cccc1C	-4.7	2.5	-1	19	2	-1	·	-3.0	5
Cc1ccc(C(=O)O)cc1-c1ccc(/C=C2/NC(=O)N(c3ccccc3)C2=O)o1	2.1	-0.2	16	0	24	-8	0.6	0.4	14
CC(=O)c1ccc(OCC(=O)OC(C)C(=O)NC2CCCCC2C)cc1 (configuration not stated)	0.1	-2.3	-1	4	1	0	0.1	-4.0	-4
Cc1ccc(CN2CCCC(CO)(Cc3ccccc3C)C2)s1 (configuration not stated)	0.0	-1.0	4	-4	3	12	-1.6	-1.0	10
O=C(NC(c1ccc(Cl)cc1)c1ccsc1)C1CCN(Cc2cccc(C(F)(F)F)c2)CC1 (configuration not stated)	·	-0.7	2	-4	10	-7	-1.0	-0.7	4
c1ccc(C(c2ccccc2)N2CCN(Cc3nnnn3C3CCCCC3)CC2)cc1	-1.0	-1.5	-1	-16	-1	-2	·	-1.7	-7
CC(=O)Nc1ccc(-c2csc(Nc3ccc(S(N)(=O)=O)cc3)n2)cc1	1.1	-0.2	-4	1	12	-10	2.0	-0.3	-4
CCOc1nc(C)ccc1-c1noc(C)n1	-0.8	1.0	2	1	15	-4	0.0	-1.2	-4
O=C(Cn1cc(C(F)(F)F)cc(Cl)c1=O)NCC1COc2ccccc2O1 (configuration not stated)	-1.4	-2.5	0	7	-1	1	0.4	-2.1	7
CC(C)(C)c1ccc(OCc2nc(-c3ccccn3)no2)c(Br)c1	-3.0	0.8	-1	2	-2	11	-5.0	-1.0	13
COc1cc(F)c(C2=CC(=O)C[C@H](c3ccc4c(c3)OCO4)C2)cc1F	3.2	0.4	-1	2	-4	-3	2.4	-5.2	-5
O=C(Nc1ccccn1)C1(c2ccccc2)CCCC1	-0.7	0.4	0	-2	3	-2	-0.3	-1.9	-1
O=C(CN(Cc1ccccc1)S(=O)(=O)c1ccc(F)cc1)NCc1cccnc1	-2.3	-2.1	1	-6	-2	-3	-0.1	·	0
C#CCNC(=O)c1cc2c(Br)ccc(Br)c2nc1N	·	8.2	·	7	·	23	·	·	12
CCOC(=O)C(Sc1cc(C)nc(N)n1)C(C)=O (configuration not stated)	1.0	-0.6	-5	-12	5	-10	-4.1	1.4	0
NC(=O)c1cccc(-c2cccc3nccn23)c1	·	-0.6	2	-2	2	-5	-0.3	0.5	6
CCN1C(=O)[C@H]2[C@@H](c3ccc(-c4ccc(OC)cc4)cc3)N[C@@](Cc3ccccc3)(C(=O)OC)[C@H]2C1=O	-0.2	-0.3	2	2	8	-4	-0.9	-2.5	8
O=c1oc2ccccc2c(NC2CCCCC2)c1NS(=O)(=O)c1ccc(F)cc1	3.4	3.1	2	8	0	5	1.5	-5.8	11
COc1ccc(C(=O)NCCCCCC(=O)O)cc1OC	3.4	0.8	0	-7	-5	-3	-0.3	-1.7	10
COc1ccc(CCNC(=O)c2oc3ccc(OC)cc3c2C)cc1	-2.2	-0.5	8	0	9	5	0.2	-1.6	16
CN(CC(=O)Nc1cc(S(=O)(=O)N2CCCC2)ccc1Cl)Cc1ccc2c(c1)OCO2	-2.8	0.7	1	-1	0	3	0.3	-1.3	-6
O=C(CCC(=O)N1CCN(Cc2ccccc2)CC1)Nc1nnc(C2CCCCC2)s1	0.7	-2.6	-1	-4	2	1	-0.7	0.7	-4
O=[N+]([O-])c1ccc(NCCCN2CCOCC2)c2ncccc12	2.3	-0.2	-16	2	1	-14	4.5	-2.0	0
CN(Cc1nc(-c2cccs2)no1)CC1(N2CCOCC2)CCCCC1	-1.3	-1.2	0	4	-13	-2	1.1	-2.9	-10
C=C1Cn2c(nnc2-c2ccc(Cl)cc2)S1	0.3	-1.0	7	1	5	1	1.3	0.7	-1

Quoted from above for reference:
SMILES	Mtb UGM inh	BoNT A protease	Mtb FBA inh	BoNT F protease	GDH-TPI inh	PrPC surface inh	Mtb BioA inh	FadD28 binding	CCHF vOTU inh
CN(Cc1nc(-c2cccs2)no1)CC1(N2CCOCC2)CCCCC1	-1.3	-1.2	0	4	-13	-2	1.1	-2.9	-10
C=C1Cn2c(nnc2-c2ccc(Cl)cc2)S1	0.3	-1.0	7	1	5	1	1.3	0.7	-1

As entered above:
c1ccc(C(c2ccccc2)N2CCN(Cc3nnnn3C3CCCCC3)CC2)cc1 in FadD28 binding: -1.7
CCOC(=O)c1ccccc1NC(=O)Cc1ccc(S(=O)(=O)N2CCCC2)s1 in FadD28 binding: 2.6
CC(=O)Nc1ccc(-c2csc(Nc3ccc(S(N)(=O)=O)cc3)n2)cc1 in GDH-TPI inh: 12
COc1cc(F)c(C2=CC(=O)C[C@H](c3ccc4c(c3)OCO4)C2)cc1F in Mtb UGM inh: 3.2
C=C1Cn2c(nnc2-c2ccc(Cl)cc2)S1 in Mtb BioA inh: 1.3

Remaining list, next part
SMILES	Mtb UGM inh	BoNT A protease	Mtb FBA inh	BoNT F protease	GDH-TPI inh	PrPC surface inh	Mtb BioA inh	FadD28 binding	CCHF vOTU inh
O=C(COC(=O)c1cccs1)Nc1ccc(F)c(F)c1	-0.3	·	-2	·	0	-1	1.2	-3.3	3
Cc1noc(-c2ccccc2)c1NC(=O)Nc1ccc(Cl)cc1	1.8	?	1	?	-3	11	·	-3.7	14
C[C@@H]1CN([C@H](C)CO)C(=O)Cc2cc(NC(=O)CCC(F)(F)F)ccc2O[C@@H]1CN(C)S(=O)(=O)c1ccccc1	·	0.1	2	1	-7	5	-0.9&0.9	0.2	-11
CN1CCN(C(=O)c2cnn3c(C(F)F)cc(C4CC4)nc23)CC1	-1.9	-0.6	5	-5	3	-3	·	1.3	1
CC(=O)N1CCN=C1SCc1ccc(Cl)cc1	-0.1	-0.6	2	-17	13	10	-0.8	-0.1	-2
Cc1ccc(C(C(=O)NC2CCCCC2)N(CCC(C)C)C(=O)CNC(=O)c2ccco2)o1 (configuration not stated)	0.1	-0.4	6	-8	2	-2	-1.2	1.3	17
Cc1cc(/C=N/Nc2ccc([N+](=O)[O-])cn2)c(C)n1-c1ccc(C(=O)O)cc1	3.0	-1.0	-13	-4	12	-12	·	?	20
N#CC(C#N)=C1CCCc2sccc21	·	0.4	10	1	33*	-6	-0.4	-4.6	9
CCCn1c(/N=C/c2cc(OC)ccc2O)nc2ccccc21	-1.1	0.0	-5	?	-5	4	-0.6	-3.4	8
Cc1ccc(-n2c(-c3cc(-c4ccco4)[nH]n3)n[nH]c2=S)c(Br)c1	-4.3	?	1	?	0	-8	·	-3.2	0
Cc1cc(C)cc(N(CC(=O)N2CCN(c3ccccc3)CC2)S(=O)(=O)c2c(C)noc2C)c1	0.6	0.7	-1	5	5	5	-1.0	-0.5	12
COCCNC(=O)C1(C)CCCN(C(=O)c2ccc(C(F)(F)F)cc2)C1 (configuration not stated)	·	-0.1	-3	0	-1	-8	-0.5	-2.8	-9
O=C(Nc1ccc(F)cc1)c1ccc(=O)[nH]n1	3.8	-3.1	1	22	0	3	-1.8	-1.6	-5
COc1cc2nc(CN3CCN(S(=O)(=O)c4ccc(C)c(C)c4)CC3)[nH]c(=O)c2cc1OC	-4.4	0.1	0	4	0	1	0.4	-0.8	2
O=C1CC(c2ccc(S(=O)(=O)N3CCN(c4ccccc4)CC3)cc2)CN1 (configuration not stated)	-1.7	-1.7	3	-18	9	-1	0.1	0.2	7
C=C(C)Cn1c(CCNC(=O)C(C)C)nc2ccccc21	2.1	-0.2	-4	-1	-1	-6	-1.6	-1.2	4
O=C(NCCc1ccccc1F)C1CC(=O)N(c2cccc(C(F)(F)F)c2)C1 (configuration not stated)	·	-0.2	-1	1	5	-7	1.3	-1.6	1
COc1ccccc1Nc1ccc(S(=O)(=O)N2CCCCC2)cc1[N+](=O)[O-]	0.6	-0.7	-1	-3	6	-2	-1.5	-1.5	-4
O=C(COc1ccc(Cl)cc1)N1CCN(Cc2ccc3c(c2)OCO3)CC1	3.8&0.6	-0.3&2.6	2&1	-19&-2	0&-1	-6&5	-6.4	-0.6&-0.3	0&9
CC1CCCC(C)N1C(=O)COC(=O)CN1C(=O)c2ccccc2C1=O (configuration not stated)	-1.7	-0.2	-3	4	2	-6	-1.5	0.6	-1
Cc1cc(C(=O)CSc2nnc(N)s2)c(C)n1CCc1ccc(F)cc1	0.2	0.7	1	-7	-6	12	1.3	-5.1	16
CC[C@]12c3[nH]c4ccc(Cl)cc4c3CCN1C(=O)[C@@H](CC(=O)NCC13CC4CC(CC(C4)C1)C3)C[C@@H]2C(=O)N1CCN(C(=O)c2ccco2)CC1	·	-0.2	2	-4	11	-4	1.0	-2.7	18
O=C1c2cccnc2C(=O)N1Cc1ccco1	1.1	0.5	3	4	0	-4	-0.8	-0.1	-1
CC(C)(C)c1ccc(C(=O)N2CCC(C(=O)NCc3ccncc3)CC2)cc1	5.5	0.1	-2	4	-2	·	0.1	-2.5	·
CCOC(=O)C1CCCN(S(=O)(=O)c2ccc(-n3cnnn3)c(C)c2)C1 (configuration not stated)	-1.0	0.9	-5	19	-16	5	-0.3	-5.2	10
CCN(CC(=O)NCc1cccs1)C(=O)c1ccc(S(=O)(=O)N(C)C)cc1	-2.3	-0.1	-1	-8	1	1	·	0.1	0
O=C(CSc1nnc(Cn2c(=O)sc3ccccc32)n1CCc1ccccc1)N1CCOCC1	-1.0	-1.3	1	2	0	-7	-0.3	-2.1	16
FC(F)(F)c1ccccc1Cc1c(C2CCCCC2)nc2c3ccccc3ccn12	·	1.0	3	5	·	11	-0.5	-1.7	5
Nc1nc2ccccc2n1/N=C/c1ccc(Br)cc1	-0.8	-1.6	0	-2	16	-3	-0.4	0.4	-9
COCCNC(=O)c1c(N)n(Cc2ccco2)c2nc3ccccc3nc12	0.8	1.7	83*	2	18	-10	-3.1	0.3	-178
CCCCCCCCCCCC(=O)N1CC(=O)NC(=O)C1	1.8	-3.0	1	-60	2	-4	-1.1	-4.1	-1
Cc1cc(C)c2oc(-c3cccc(N)c3)nc2c1	0.3	-3.9	52*	7	10	1	-3.4	-0.8	-23
CC(=O)N1CCOc2ccc(S(=O)(=O)Nc3ccc(C)cn3)cc21	0.4	-0.7	1	1	4	3	-1.4	-1.4	14
NC(=O)CSc1nnc(-c2ccc(S(=O)(=O)N3CCCC3)cc2)n1Cc1ccco1	-0.6	4.1	1	3	-4	·	·	-3.1	·
COC(=O)c1cc(S(=O)(=O)N2CCN(c3ccccc3OC)CC2)cn1C	-5.0	0.2	-1	-2	-11	3	-1.0	-3.0	7
CC(c1nc2ccccc2c(=O)[nH]1)N1CCN(C)CC1 (configuration not stated)	-0.1	-0.4	-9	0	-7	-8	0.6	-3.0	7
CCCC1CC(CSc2ncn[nH]2)OC1=O (configuration not stated)	2.5	-0.1	-1	6	-6	7	1.5	-3.5	14
COc1ccc(C2/C=C\CN(C(=O)Oc3ccc(C(F)(F)F)cc3)CC(=O)N2Cc2ccc(F)cc2)cc1 (configuration not stated)	2.5	-0.2	6	-3	5	3	-1.2	-2.5	3
CN(C(=O)COc1cc(=O)n(C)c2ccccc12)c1ccc(Cl)cc1	1.2	-2.8	2	-45	7	-4	-1.0	0.1	-2
CSc1ccccc1C(=O)N(CC1CCCO1)c1c(N)n(Cc2ccccc2)c(=O)[nH]c1=O (configuration not stated)	0.5	-0.8	7	-7	12	7	-1.0	-1.1	-6
